aDG glyco up – alpha-DG glycosylation activation | Pro5-aDG cells, alpha-DG glycosylation AlphaScreen (IIH6); 0% Pro5, 100% B10-LARGE cell signal | activation, % at 10 µM | 360,000 tested, 0.22% active;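 active = activation of at least 8% versus controls, or a plate z-score of at least 8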;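 also: Pro5 are CHO cells carrying HIG-tagged alpha-DG that lacks glycosylation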
m5-HT2A agonist – mouse HTR2A agonism via beta-arrestin recruitment. CHO-K1 mHTR2A beta-arrestin complementation, luminescence; percent of 30 µM serotonin response. P35363. 360,000 tested, 0.66% active. activation, % at 7.6 µM. AID 624169;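 active = activation above a run cutoff, the mean activation of all tested compounds plus 3 SD, cut at about 14% in these data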;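 also: 0% = plate median of compound wells and 100% = 30 µM serotonin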
Target sequence (P35363 whole entry, looked up): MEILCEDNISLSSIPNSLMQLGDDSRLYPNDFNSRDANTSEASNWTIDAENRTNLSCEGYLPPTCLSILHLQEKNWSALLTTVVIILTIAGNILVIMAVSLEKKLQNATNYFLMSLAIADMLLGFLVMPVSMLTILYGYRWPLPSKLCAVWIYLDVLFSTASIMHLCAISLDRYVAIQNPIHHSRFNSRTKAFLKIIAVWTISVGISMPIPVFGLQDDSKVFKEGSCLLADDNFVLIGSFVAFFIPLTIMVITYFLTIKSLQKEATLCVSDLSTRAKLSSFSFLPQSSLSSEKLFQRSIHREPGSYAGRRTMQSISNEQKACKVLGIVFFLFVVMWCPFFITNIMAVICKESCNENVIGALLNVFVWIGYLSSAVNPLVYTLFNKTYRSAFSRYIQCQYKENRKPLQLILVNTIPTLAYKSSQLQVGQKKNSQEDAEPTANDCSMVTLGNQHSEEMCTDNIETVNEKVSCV
Granule exo inh – blocks lytic granule exocytosis; TALL-104 LAMP-1 surface exposure, flow cytometry; cells stimulated with thapsigargin and PMA; inhibition, % at 10 µM; 360,000 tested, 0.66% active;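 active = inhibition above about 55%, limit read from the data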
PDI turbidity – PDI (human) enzyme inhibition; PDI insulin aggregation turbidity, A650, 90 min; P07237; 350,000 tested, 0.052% active; inhibition, % at 10 µM;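 active = mean inhibition across replicates of 30% or more, whatever share of single replicates reach that level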;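 also: absorbance from insulin aggregation driven by PDI reduction with DTT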
Target sequence (P07237 whole entry, looked up): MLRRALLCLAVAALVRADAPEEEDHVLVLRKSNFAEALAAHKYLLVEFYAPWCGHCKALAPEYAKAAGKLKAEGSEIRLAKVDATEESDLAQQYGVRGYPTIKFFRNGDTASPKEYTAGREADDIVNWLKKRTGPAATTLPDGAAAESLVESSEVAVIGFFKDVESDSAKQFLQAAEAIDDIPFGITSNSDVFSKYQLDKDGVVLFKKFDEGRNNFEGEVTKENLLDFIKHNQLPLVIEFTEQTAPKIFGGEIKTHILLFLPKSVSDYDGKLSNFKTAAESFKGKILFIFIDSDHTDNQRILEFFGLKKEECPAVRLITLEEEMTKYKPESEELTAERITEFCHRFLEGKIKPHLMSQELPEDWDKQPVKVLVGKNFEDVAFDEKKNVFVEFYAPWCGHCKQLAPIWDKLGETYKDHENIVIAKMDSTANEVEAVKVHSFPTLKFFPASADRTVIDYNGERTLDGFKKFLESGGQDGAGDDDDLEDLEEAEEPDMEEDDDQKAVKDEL
CaV13 FRET inh – Disruptors of the CACNA1D IQ motif to Ca2+-dependent inactivation inhibitor domain association, primary screening, Förster resonance energy transfer in intact living … | 340,000 tested, 0.098% active | inhibition, % at 12.3 µM | HEK cells, CFP/YFP FRET ICDI-IQ, plate reader, 10 min; percent FRET-ratio fall versus neutral wells;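 active = mean replicate inhibition of at least 30% and at least 1% of replicates passing that level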;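 also: 0% = median of the neutral control wells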
Glyco luc inh – blocks N-linked glycosylation in D54 reporter cells; D54 ERlucT glycosylation luciferase reporter, 24 h; percent of 100 nM tunicamycin response; reporter increase, % at 12.5 µM; 360,000 tested, 0.23% active;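 active = mean luciferase reporter signal, scaled so untreated is 0 and the glycosylation-blocking control 100, at or above a set limit in every replicate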;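 also: luciferase carries N-glycosylation sites so blocking glycosylation raises the light; 0% = median of neutral control wells and 100% = median of 100 nM tunicamycin wells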
Cardio protect – protects H9c2 cardiomyocytes from peroxide injury; protection from H2O2 cell death, % at 20 µM; 360,000 tested, 0.63% active; H2O2 injury protection, ATPLite, 2 h;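 active = compounds giving at least 50% protection of heart cells from peroxide-induced death in the single-dose screen, raw or plate-pattern-corrected value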;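 also: 0% = DMSO wells with peroxide and 100% = DMSO wells without peroxide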
Vif imaging – inhibitors of HIV Vif; AID 602346; HEK293T cells, Vif self-association by quenched fluorescence, imaging, 24 h; inhibition, % at 7.49 µM; 340,000 tested, 0.35% active; in the data active = inhibition above about 50%, passing the limit was not always enough; also: some results filed as inactive read as strong as hits
hiPSC survival – enhancers of human iPSC single-cell survival; hiPSC single-cell survival, ATPlite luminescence; 100% = ROCK inhibitor wells, 0% = DMSO; survival enhancement, % at 20 µM; 360,000 tested, 0.044% active; in the data active = survival enhancement above about 18%;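 also: cells exposed to compounds for 16 hours before the ATP read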
ABCB6 inh 2 – human ABCB6 transporter inhibition; fluorescence ratio to DMSO, % at 10 µM; Q9NP58; 360,000 tested, 0.19% active; K562-ABCB6 porphyrin accumulation, flow cytometry, 1 h; active compounds read low;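 active = fluorescence ratio to DMSO below 75%, the collection mean minus 3 SD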;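 also: signal is porphyrin accumulated inside mitochondria; 100% equals median channel fluorescence of DMSO control wells; lower ratio means ABCB6 inhibition with less porphyrin fluorescence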
* marks the source's active call; other numbers are inactive results; x = not tested or not shown.

SMILES	aDG glyco up	m5-HT2A agonist	Granule exo inh	PDI turbidity	CaV13 FRET inh	Glyco luc inh	Cardio protect	Vif imaging	hiPSC survival	ABCB6 inh 2
O=[N+]([O-])c1cccc(S(=O)(=O)N/N=C/c2ccc(O)cc2)c1	-0.2	-3	-2	15	-5	1	0	-1	-0.3	89
CC1(C2CCC3C4CCC5CC6(CCC5(C)C4C(=O)CC32C)OCCO6)OCCO1 (stereo unspecified)	-0.1	2	-3	-16	-7	-3	-3	-16	-1.7	94
CC(c1ccccc1)N1CC(C(=O)Nc2nccs2)CC1=O (stereo unspecified)	0.0	-4	-8	2	-3	1	2	3	0.1	102
CC(C)(C)C(=O)Nc1ccc(N2CCN(c3ccc(C(F)(F)F)cn3)CC2)nc1	0.2	-3	-4	-12	-5	-3	-9	-7	-0.7	102
CC(C)(C)C(=O)Nc1ccccc1C(=O)NCc1cccnc1	-0.1	-3	0	1	-13	2	2	-1	0.4	96
Cc1ccc(NC(=O)c2snc3ccc(Cl)cc23)cc1C	-0.1	-2	-8	6	-7	-3	-4	1	2.7	103
CCOc1ccc(CCNC(=O)Cc2ccc(NC3=NC4CS(=O)(=O)CC4S3)cc2)cc1OCC (stereo unspecified)	-0.1	4	0	7	-7	1	6	2	1.5	102
CC1CCCCN1CCCNc1ccc(C(CC(N)=O)NC(=O)Cc2cccc3ccccc23)cc1[N+](=O)[O-] (stereo unspecified)	-0.1	1	22	-1	-10	0	3	-1	-1.9	97
COc1ccc(-n2c(C)cc3cc(OC(C)=O)ccc32)cc1	0.4	-4	-6	0	-20	-4	-4	-1	-0.4	88
Cn1c(Oc2ccc(F)cc2F)c(C=O)c2ccccc21	-0.3	-1	1	11	-3	0	3	-5	-0.8	99
Cc1cc(C(=O)N2CCc3ccccc3C2)c(C)o1	0.2	-11	12	0	-6	3	0	0	0.4	100
Cc1csc(NC(=O)CSc2ccc(-c3ccccc3)nn2)n1	-0.1	-2	0	-10	x	5	21	8	-0.1	93
O=C(Nc1ccccc1)NN(C(=O)CCl)c1ccccc1	-0.2	3	-6	15	-5	14	-11	6	-0.7	94
Cc1ccc(OCc2nnc(SCC(=O)O)n2-c2ccccc2)cc1	-0.1	3	1	-5	-20	2	0	-10	1.9	96
Cc1nc(SCC(=O)NC(=O)NC(C)(C)C)nc(C)c1C	0.1	2	-4	-3	-4	-2	-3	-2	-0.2	97
COc1ccc(C(C(=O)NC(C)(C)C)N(C(=O)CNC(=O)c2cccs2)c2ccc(C)cc2)cc1OC (stereo unspecified)	0.2	2	4	-2	-8	-2	-2	7	-0.9	97
CCn1c(SCc2nc3ccccc3[nH]2)nnc1-c1cccs1	0.1	-2	-1	-3	-8	-2	-11	-8	2.5	89
COc1ccc(NC(=O)Nc2nnc(N3CCC(C)CC3)s2)cc1OC	0.0	7	1	0	-6	3	-13	22	0.0	99
Cc1ccc(C)c(OCC(=O)NCCN(C)C)c1	0.0	-3	9	6	-2	-1	11	10	-0.9	89
CCNS(=O)(=O)c1cc(S(C)(=O)=O)ccc1Cl	0.0	2	-4	-3	-6	-1	-1	8	1.1	87
O=C(COC(=O)c1ccccc1SCC(=O)N1CCCC1)Nc1ccc(OC(F)F)cc1	0.1	-6	-6	7	-6	0	-2	4	0.2	104
Cn1cccc1CC(=O)NNC(=O)Nc1ccc(F)cc1	-0.2	2	6	-7	-1	0	4	0	-3.0	106
O=Cc1cn(CC(=O)Nc2ccc(F)cc2)c2ccccc12	2.6	-3	-4	3	-5	-4	0	-4	0.0	100
Cc1cc(Cl)cc2sc(NC(=O)C3CC3)nc12	0.7	-4	-1	x	-1	1	14	4	-1.9	98
CCN(CC)S(=O)(=O)c1ccc(C)c(NC(=O)COc2ccc(Br)cc2Cl)c1	0.0	1	0	-5	-5	-1	-8	-10	-1.9	94
CC1=C(C(=O)OCc2ccccc2)C(c2ccc([N+](=O)[O-])cc2)NC(=O)N1 (stereo unspecified)	-0.1	0	1	1	-8	-3	-2	3	-0.4	86
Cc1ccc(NC(=O)C(Cc2ccccc2)n2cccc2)cc1 (stereo unspecified)	0.0	-8	-3	2	-12	-1	-8	5	-0.9	102
COc1cccc(/C=N/NC(=O)CSc2ccccc2C)c1OC	0.0	4	-4	-9	-5	1	-3	3	2.0	100
CC(=O)Nc1cc(S(=O)(=O)Nc2cccc(C)c2)c(C)cc1C	0.2	-4	-1	2	-6	-2	5	-6	-0.9	95
CC(=O)Nc1ccc(S(=O)(=O)NCCc2cc3c(C)ccc(C)c3[nH]c2=O)cc1	-0.1	-2	-2	15	-7	0	-2	19	0.8	100
N=c1sccn1CC(=O)NCCc1ccc(Cl)cc1	-0.3	-3	-1	-2	x	1	-4	7	5.6	96
CN(Cc1c(F)cccc1Cl)c1ccc(S(=O)(=O)N2CCOCC2)cn1	0.0	-7	-3	-4	-6	-3	-6	-4	-0.3	93
CCSc1nc2sc3c(c2c(=O)n1C1CCCCC1)CCN(C)C3	-0.3	-3	-1	-1	-4	0	-13	x	-0.6	95
FC(F)(F)c1cc(C(F)(F)F)c2ccc(N3CCOCC3)nc2n1	0.0	9	-6	-3	-3	0	-1	x	-0.5	108
CCCCc1nnc(NC(=O)C2CC(=O)N(Cc3ccccc3)C2)s1 (stereo unspecified)	-0.2	1	0	8	-5	5	2	-5	-0.3	94
CCOc1ccc(NC(=O)C2CC3CCC2C3)cc1 (stereo unspecified)	0.0	3	-2	1	8	-2	-2	0	1.3	103
Cc1csc(NC(=O)CSC2=NCCS2)n1	-0.2	-4	-6	9	-6	1	2	9	-0.2	99
Cn1ccnc1C(O)c1cc(C(C)(C)C)c(O)c(C(C)(C)C)c1 (stereo unspecified)	0.1	-2	50	-1	-5	9	-10	-11	-4.5	98
Cc1ccc(NC2CCCN(C(=O)CN3C(=O)CSC3=O)C2)cc1C (stereo unspecified)	-0.3	2	10	1	-6	-1	2	5	-0.6	94
O=C(N[C@H]1CC1c1ccccc1)c1ccc([N+](=O)[O-])cc1 (stereo partly specified)	0.0	2	2	0	-15	-8	-12	-4	-0.5	102
Cc1cc(Br)cn2c(Cc3ccsc3)c(-c3ccc(F)cc3)nc12	-0.1	7	-5	x	-5	-1	2	x	0.4	100
O=C(NC1CCCCC1)N1CCN(c2ccccc2Cl)CC1	-0.1	-8	7	3	-6	-3	1	x	0.4	99
NC(=O)CC(c1ccccc1)c1ccc2c(c1)OCO2 (stereo unspecified)	0.0	7	0	-1	-19	1	6	9	-0.5	94
O=C(O)c1cccc(NN=C2c3ccccc3-c3ccccc32)c1	0.0	2	15	2	-7	2	6	5	0.6	104
CC(=O)c1ccc(S(=O)(=O)N2CCN(CC(=O)Nc3ccc(Cl)c([N+](=O)[O-])c3)CC2)cc1	0.1	-14	11	7	-5	-3	-3	-8	7.3	106
O=C1C=CC2(O[C@H](c3ccccc3)[C@@H](c3ccccc3)O2)[C@H](Sc2ccccc2O)C1	-0.5	-1	102*	23	-6	-20	-18	26	1.2	105
O=C(CCc1nnc(CCCCc2ccccc2)o1)NCCn1cccn1	0.4	8	-6	14	-18	-2	2	5	4.0	102
CC(Cl)c1cc(-c2ncc(C(F)(F)F)cc2Cl)no1 (stereo unspecified)	0.6	5	-12	0	-2	-1	12	-3	-1.7	99
Cc1ccc(NC(=O)CNC(C)c2ccccc2)cc1 (stereo unspecified)	-0.2	-7	10	2	-5	1	-4	19	0.0	99
O=C(NCCCN1CCC(Cc2ccccc2)CC1)C1CCN(S(=O)(=O)N2CCOCC2)CC1	-0.2	-5	-2	-8	x	-2	-19	-6	-0.5	98
COc1ccccc1NC(=O)CSc1nnnn1C	0.1	4	-3	-7	-9	2	0	3	0.1	97
CCOc1ccc(C(=O)c2ccncc2)cc1	0.0	-3	4	-5	x	1	-3	x	-1.0	100
O=C(Cn1ncc(Cl)c(Cl)c1=O)c1ccc(Cl)cc1	-0.2	-3	9	-14	-6	11	-38	-1	-2.6	102
O=C(Cn1nnc(-c2ccccc2)n1)Nc1cccc(S(=O)(=O)N2CCCC2)c1	1.3	1	4	2	-5	1	-8	-23	-0.3	95
COc1ccc(N2C(=O)CSC2c2cccs2)cc1 (stereo unspecified)	-0.2	1	-2	9	-3	0	6	4	-0.9	92
CCN1CCN(C(CCc2ccccc2)C(=O)NC2CCCCC2)CC1 (stereo unspecified)	0.2	-6	2	x	x	-1	3	-3	-1.2	102
CC(C)CN1CC(COCc2ccccc2)Oc2ccccc2S1(=O)=O (stereo unspecified)	0.0	3	-2	0	-5	-2	-19	x	-0.5	97
CCCc1ccc(OCC(=O)O)cc1	-0.3	0	-2	-9	x	1	1	7	0.1	95
O=C(NNC(=S)Nc1ccccc1)c1cccs1	-0.3	1	2	8	-8	-2	-2	-1	-1.1	97
CCOc1cc(C(=O)NCCC(=O)N2CCC3(CC2)NCCc2[nH]cnc23)cc(OCC)c1OCC	-0.3	-3	-2	7	-5	2	5	-3	-0.3	101

(more compounds)
SMILES	aDG glyco up	m5-HT2A agonist	Granule exo inh	PDI turbidity	CaV13 FRET inh	Glyco luc inh	Cardio protect	Vif imaging	hiPSC survival	ABCB6 inh 2
COCCCNC(=O)c1ccc(Cn2c(=O)c3ccccc3n(Cc3ccccc3C)c2=O)cc1	0.2	3	2	-11	-8	0	13	-10	-1.0	97
O=C(N[C@H](CO)Cc1ccccc1)c1ccco1	-0.1	2	-6	3	-6	-1	10	3	0.4	94
COc1ccc(N2C(=O)c3ccccc3NC2c2ccc(OC)c(Cn3nnc4ccccc43)c2)cc1 (stereo unspecified)	0.5	-2	-5	-2	-6	-9	-8	-2	-2.1	99
COc1cccc(C(=O)NCC(c2cccnc2)N2CCN(c3ccccc3OC)CC2)c1 (stereo unspecified)	-0.1	-2	0	x	x	0	-5	-2	-2.0	92
CC1=C/C(=C/N(C)c2ccccc2)C(=O)S1	0.1	2	-3	-8	-4	3	8	-6	-2.7	100
COCCNC(=S)N1CCN(c2nc(-c3ccc(F)cc3)cs2)CC1	0.1	-5	0	-2	-22	1	1	-1	0.1	92
CCOn1c(=O)c(-c2cc(OC)ccc2OC)[n+]([O-])c2ccccc21	-0.1	-1	18	5	-2	1	0	5	1.0	96
Cc1cc(C)n2nc(SCC(=O)N/N=C/c3ccccc3F)nc2n1	0.0	0	-2	-22	-9	1	1	x	-0.9	97
CCOC(=O)c1cnn2cc(-c3[nH]ncc3[N+](=O)[O-])cnc12	0.1	8	-3	2	-3	2	-1	1	-1.6	97
COC(=O)c1cc(S(=O)(=O)N2CCCC2)c(Cl)cc1Cl	0.0	6	4	-2	-5	2	0	0	-0.5	99
